GAA glycogen mod: GAA glycogen-cleavage inhibition or activation; Potency, µM (top dose mostly 76.4 µM), for the others: at the top dose activity change, negative = inhibition, hits mostly inhibitors; AID 2100; 300,000 compounds, 0.38% hits; recombinant GAA, glycogen substrate, Amplex Red glucose oxidase fluorescence;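 further: 0% = full enzyme reaction and -100% = no-enzyme basal signal; the screen sought inhibitors and activators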
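Recombinant human alpha-glucosidase (4 nM final) hydrolysed bovine liver glycogen (30 ug) for 40 min at 37 C in pH 5.0 citrate/phosphate with 0.01% Tween-20. Released glucose detected by glucose oxidase/Amplex Red, Ex 573/Em 610 nm. Compounds up to 77 uM; AC50 from Hill fits.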
GAA inhib: alpha-glucosidase (human) inhibition. 200,000 compounds, 0.005% hits. purified human GAA, 4-MU-alpha-glucoside fluorescence. Potency, µM (doses to about 76.9 µM), without a hit: at the highest dose activity change, negative = inhibition, usual class: inhibitors;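 further: plate controls were uninhibited enzyme wells for no effect and no-enzyme background for full effect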
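Endpoint fluorogenic read: 20 min room-temperature reaction of 4 nM human alpha-glucosidase with 400 uM 4-methylumbelliferyl-alpha-D-pyranoside, pH 5.0, quenched with 1M NaOH/1M glycine pH 10. AC50 from Hill modeling.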
Tau fibril ThT: tau fibrillization inhibition (ThT binding). P10636. recombinant tau K18 P301L, heparin-induced fibrillization, ThT fluorescence. Potency, µM (series often up to 57.4 µM), for the others: at the top dose activity, negative = inhibition, usual class: inhibitors. 270,000 compounds, 2.1% hits; further: on the % scale 0 is the no-effect control and ±100 the full control effect; nearly all actives have a fitted effect of over 55% in size
Target sequence (P10636 561-689 P618L limits assumed): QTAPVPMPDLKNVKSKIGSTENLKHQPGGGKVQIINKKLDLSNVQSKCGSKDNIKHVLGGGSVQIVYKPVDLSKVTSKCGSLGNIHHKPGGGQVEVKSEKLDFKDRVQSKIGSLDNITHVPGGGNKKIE
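Fibril formation assay: tau K18 P301L at 15 uM with trace Alexa 594 label, heparin inducer 20 uM, pH 7 sodium acetate buffer, 37 C for 6 hr; endpoint ThT signal.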
Tau fluor cs: counter-screen for tau fibril formation inhibitors. tau K18 P301L (four-repeat tau fragment) Alexa594 fluorescence, heparin fibrillization. Potency, µM (titrated, usually from 57.7 µM), for the others: at the top dose activity change, negative = decrease. 280,000 compounds, 0.93% hits. AID 1463; further: on the % scale 0 is the no-effect control and ±100 the full control effect; nearly all actives have a fitted effect of over 55% in size
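Human K18 P301L tau (15 uM unlabeled plus 0.24 uM Alexa 594-labeled, final) in 100 mM sodium acetate pH 7 was mixed with compound and 20 uM heparin and incubated 6 hr at 37 C.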
HTT ATP protect: protects HTT-Q103 PC12 cells, measured by ATP; PC12 HTT-Q103 induced, cytoprotection, ATP luminescence, 40 h; Potency, µM (highest dose often 56.4 µM), without a hit: cytoprotection (ATP increase), actives largely listed as activators; 230,000 compounds, 0.14% hits; AID 1471;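 further: % of control where 0% means no effect; nearly all actives have a fitted effect of over 45% in size; toxic huntingtin expression switched on by the ecdysone agonist tebufenozide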
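ATP quantification (ATPlite) reports survival of PC12 cells in which tebufenozide, 100 nM final, switches on Htt exon 1 with 103 glutamines linked to GFP; compounds are titrated.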
Tau FP inhib: inhibitors of human tau fibril formation; Potency, µM (highest dose often 57.7 µM), inactives show top-dose activity, negative = inhibition, most hits filed as inhibitors; P10636; AID 1468; K18 P301L tau heparin fibrillization, Alexa594 FP, 6 h; 280,000 compounds, 0.39% hits; further: on the % scale 0 is the no-effect control and ±100 the full control effect; nearly all actives have a fitted effect of over 55% in size
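Recombinant K18 P301L […], labeled with Alexa 594 at 0.24 uM over 15 uM unlabeled; heparin inducer 20 uM final; 37 C, 6 hr; FP endpoint.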
GAA spleen mod: lysosomal alpha-glucosidase (human) modulation; P10253; human spleen homogenate, 4-MU-alpha-glucoside fluorescence; Potency, µM (top dose mostly 79.9 µM), inactives show at the top dose activity change, negative = inhibition, usual class: inhibitors; 240,000 compounds, 0.006% hits;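 further: 0% = enzyme with vehicle and -100% = no enzyme basal signal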
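Enzyme source: human spleen homogenate, 1 ug/well. Buffer 50 mM citric acid/K phosphate pH 5.0, 0.01% Tween-20. 4-MU-alpha-glucoside 1 mM; 37 C x 40 min; NaOH/glycine stop; fluorescence.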
aGal spleen mod: alpha-galactosidase A (human) modulation. P06280. human spleen homogenate, 4MU-alpha-Gal fluorescence, 40 min. Potency, µM (series often up to 80 µM), inactives show at the top dose activity change, negative = inhibition, actives largely listed as inhibitors. 240,000 compounds, 0.008% hits. AID 2107;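 further: 0% = enzyme with vehicle and -100% = no enzyme basal signal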
Target sequence (P06280 32-429 limits assumed): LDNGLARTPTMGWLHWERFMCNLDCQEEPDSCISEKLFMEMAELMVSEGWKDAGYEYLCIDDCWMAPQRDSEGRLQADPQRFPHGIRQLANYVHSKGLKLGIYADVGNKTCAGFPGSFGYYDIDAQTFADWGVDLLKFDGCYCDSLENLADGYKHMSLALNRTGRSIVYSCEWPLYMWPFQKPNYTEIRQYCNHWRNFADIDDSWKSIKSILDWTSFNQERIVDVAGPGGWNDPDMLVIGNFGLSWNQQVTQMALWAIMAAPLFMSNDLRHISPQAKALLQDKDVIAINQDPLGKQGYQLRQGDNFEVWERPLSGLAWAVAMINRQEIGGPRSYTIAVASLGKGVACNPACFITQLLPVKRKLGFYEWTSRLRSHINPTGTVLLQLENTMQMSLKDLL
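Spleen homogenate 1 ug + cpd (titration) + 4-MU-alpha-D-galactopyranoside 1 mM; 37C 40 min; 50 mM citrate/phosphate pH 5.0, 0.01% Tween-20; stop pH 10; fluorescence 365/440; AC50 via Hill.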
Numbers without * were called inactive; ? = inconclusive; . = not tested or not shown; & = joins results of further samples; [ ] = remark or other dose. The call rests on the fitted dose curve; in most records, active means well fitted curve in the direction sought with a large enough effect; inconclusive means small, poorly fitted or top-dose-only effect, or another doubt; inactive means no such curve, though single readings can be large; an effect the other way counts as inactive or inconclusive. Potency means the concentration at half of the fitted maximal effect.

smiles | GAA glycogen mod | GAA inhib | Tau fibril ThT | Tau fluor cs | HTT ATP protect | Tau FP inhib | GAA spleen mod | aGal spleen mod
CCOc1ccc(-n2c(=O)c3ccccc3c3ccccc3c2=O)cc1 | 0.5% | . | ? | -5.7% | -7.0%[10 µM] | 4.3% | 5.2% | 8.0%
Cc1ccc(C(C)C)c(OCC(=O)Nc2c(C(=O)c3ccccc3)oc3ccccc23)c1 | 0.4%[76.3 µM] | . | -6.8% | -16.0% | . | ? | . | .
N/C(=N\O)c1ccc(NC(=O)c2cccs2)cc1 | -15.1% | -3.5% | -9.2% | -8.2% | -27.0% | -3.5% | 5.1% | 6.9%
CCNc1cc(Cl)nc(SC)n1 | 1.8% | 2.5% | 1.4% | -1.9% | -6.2% | -10.5% | 5.1% | 4.9%
COc1ccc(CC(=O)Nc2nc(-c3cccc([N+](=O)[O-])c3)cs2)cc1 | 1.1% | 10.3% | 1.4% | ? | . | 1.2% | -2.4% | -5.4%
OCCN1CCN(CC(O)COCCOc2ccc(Br)cc2)CC1 (stereo unspecified) | -8.8% | 2.3% | 0.1% | -0.9% | . | 8.5% | -3.4% | -5.8%
CC1=C(C(=O)Nc2cccc(C(F)(F)F)c2)C2(CCCCC2)OC1=O | 7.2%[76.3 µM] | . | ? | -18.9% | . | -1.0% | . | .
Nc1c(S(=O)(=O)c2ccccc2)nnn1-c1ccccc1 | -9.7% | 5.1% | 1.9% | 2.3% | -0.3%[10 µM] | 9.1% | 0.7% | 7.4%
Cc1cc(Cl)nc(-c2ccccc2)n1 | -9.0% | -0.9% | -5.8% | -7.4% | -1.5%[10 µM] | -9.9% | 1.4% | 2.2%
Cn1c(=O)c([N+](=O)[O-])c(NCCc2ccccc2)c2ccccc21 | -6.5% | ? | ? | -14.8% | 7.5%[1.9 µM] | -5.9% | -5.1% | 3.6%
Cc1cc(C)n2nc(Cc3ccccc3)nc2n1 | 4.3% | -4.5% | 1.4% | 4.6% | -0.2%[0.074 µM] | -0.6% | -5.1% | 2.2%
CCCCNC(=O)CCC(=O)Nc1ccc2nc(N3CCOCC3)cc(C)c2c1 | 5.2% | ? | -21.2% | -4.3% | -16.7% | 5.0% | 5.5% | 26.3%
CCOC(=O)N1CCN(C2CC(=O)N(c3ccc(F)cc3)C2=O)CC1 (stereo unspecified) | -0.9% | -0.9% | -4.0% | 3.0% | 10.8% | -0.8% | -10.4% | 2.4%
O=C(CSc1ncn[nH]1)Nc1ccccc1-c1ccccc1 | -4.2% | 3.0% | -4.8% | -5.0% | 14.6% | 0.4% | 4.3% | 7.3%
Cn1c2c(c(=O)n(C)c1=O)C(c1ccccc1OC(F)F)C1=C(CCCC1=O)N2 (stereo unspecified) | -2.0% | -1.0% | -14.1% | -7.7% | -8.7% | -3.9% | -2.2% | -3.3%
Cc1cc2c(c(SCC#N)n1)C(=O)OC2 | 0.2% | -9.4% | 3.5% | 6.4% | -20.9%[10 µM] | 1.6% | -16.4% | -2.7%
CCn1c(=O)cc(SCC(=O)NCc2ccc(C)cc2)c2ccccc21 | 15.6%[76.3 µM] | -3.6% | -5.0%&1.5% | -13.0%&-4.4% | -19.9% | -5.8%&5.5% | -3.6% | 0.2%
C=CCCOc1ccccc1C(N)=O | -1.5% | 0.2% | -2.4% | -4.8% | -10.7%[10 µM] | 7.0% | 9.0% | -0.7%
COC(=O)c1nn(-c2ccc(OC)cc2)c(=O)cc1Oc1cccc(Cl)c1 | -4.6% | 0.7% | -11.3% | -15.6% | -4.1% | -6.5% | 0.2% | -6.1%
Cc1cc(NS(=O)(=O)c2ccc(NC(=O)Nc3cccc(Cl)c3)cc2)no1 | -6.7% | -7.6% | -12.1% | ? | 1.8%[10 µM] | ? | -6.9% | 1.7%
Cc1ccc(-c2csc(NC(=O)C3CCN(S(=O)(=O)c4cccs4)CC3)n2)cc1 | -0.8% | -7.6% | -4.5% | -15.7% | 6.9%[10 µM] | ? | -4.7% | 3.6%
COc1cccc(C(=O)N(Cc2ccc(N(C)C)cc2)Cc2ccco2)c1 | -29.4%[76.3 µM] | . | -15.6% | -26.3% | . | 0.6% | . | .
CCCCOc1ccc(C(=O)NCc2cn3cccc(C)c3n2)cc1 | 12.2%[76.3 µM] | . | 16.1% | 10.5% | . | -8.7% | . | .
Cc1nc2ccccc2cc1C(=O)N/N=C/c1ccc([N+](=O)[O-])cc1 | -4.4% | -0.8% | ? | -11.5% | 10.9%[10 µM] | 1.1% | -4.0% | -5.9%
COc1ccc(NC(=O)CN2C(=O)CSC2=O)cc1 | 4.6% | ? | -2.8% | -2.9% | 3.8%[10 µM] | -9.3% | 2.4% | -5.1%
COC(=O)/C(=C1/Oc2ccc(C(C)(C)C)cc2S1)C(F)(F)F | 1.9% | 2.5% | -15.3% | -5.8% | 2.9%[10 µM] | -11.7% | 4.1% | 2.1%
O=C1C2C3C=CC(C4CC34)C2C(=O)N1Cc1ccccc1 (stereo unspecified) | 0.3% | -6.1% | -6.6% | -5.5% | 3.1%[10 µM] | 3.8% | 0.3% | 6.7%
Cc1ccc2oc(=O)n(CCOc3ccccc3Cl)c2c1 | -15.7% | -5.7% | -13.9% | -17.0% | -6.5% | -5.0% | 1.9% | 3.5%
COc1cccc(CN(CC(=O)NCC2CCCO2)C(=O)CCC(=O)Nc2cc(C)on2)c1 (stereo unspecified) | 1.7% | 5.1% | 0.3% | 3.1% | -10.6%[10 µM] | -8.7% | 1.9% | 2.9%
Cc1nnc(C)n1/N=C/c1cccs1 | -0.2% | 6.3% | 0.8% | 4.2% | -3.8% | -4.1% | -3.3% | 0.6%

An excerpt of these results, with values under each structure.
Values run as follows: GAA glycogen mod	GAA inhib	Tau fibril ThT	Tau fluor cs	HTT ATP protect	Tau FP inhib	GAA spleen mod	aGal spleen mod
- Cc1cc(Cl)nc(-c2ccccc2)n1
    -9.0%	-0.9%	-5.8%	-7.4%	-1.5%[10 µM]	-9.9%	1.4%	2.2%
- Cn1c(=O)c([N+](=O)[O-])c(NCCc2ccccc2)c2ccccc21
    -6.5%	?	?	-14.8%	7.5%[1.9 µM]	-5.9%	-5.1%	3.6%

(cont.)
smiles | GAA glycogen mod | GAA inhib | Tau fibril ThT | Tau fluor cs | HTT ATP protect | Tau FP inhib | GAA spleen mod | aGal spleen mod
CCC(=O)Oc1ccc(NC(=O)CSCc2ccccc2)cc1 | -15.8% | 3.4% | -10.9% | -8.5% | 20.1% | 0.0% | -14.2% | 0.0%
COC(Cn1c(C)c(C(C)=O)c(C(C)=O)c1C)OC | -8.3% | 8.4% | -1.0% | -2.2% | 6.6% | 0.5% | -2.8% | 5.7%
O=C(CSc1nnc(-c2ccc(Cl)cc2)n1Cc1ccco1)Nc1ccc2c(c1)OCCO2 | -12.2% | -5.4% | ? | ? | -15.9% | 12.9% | -0.8% | -8.8%
Cn1cc(/C=C/C(=O)c2ccccc2)c2ccccc21 | -2.1% | -7.3%[15.4 µM] | ? | ? | 14.2%[10 µM] | -6.4% | -7.0% | 7.0%
Fc1ccccc1NC(=S)NCCc1ccccc1 | -6.5% | 0.1% | -2.5% | -1.2% | -4.4% | 0.8% | -7.9% | -2.7%
COc1ccc2[nH]c(=O)c(CN(CCO)S(=O)(=O)c3ccc(C)cc3)cc2c1 | -5.7% | ? | -5.5% | -9.8% | -18.8%[10 µM] | -13.0% | 9.7% | 22.6%
O=C(CN1CCCCC1)Nc1ccc(NC(=O)c2ccc(Cl)cc2)cc1Cl | -8.0% | -0.9% | 6.4% | -19.6% | -38.7%[inhibitor] | ? | -7.2% | 7.6%
CC(C)CNC(=O)NC(=O)COC(=O)C1CSC2(c3ccc(F)cc3)CCC(=O)N12 (stereo unspecified) | 10.0% | ? | -1.8% | -2.3% | -4.5%[10 µM] | 6.5% | 3.2% | -1.8%
COc1ccc(-c2[nH]ncc2[C@@H]2C[C@H]3CN(Cc4ccccc4C)C(=O)[C@]34CCCN24)cc1 | -6.3% | 0.2% | -8.8% | 2.2% | -25.6%[10 µM] | 4.9% | 6.6% | -10.0%
CCn1c(=O)cc(OCC(=O)Nc2ccc(C)cn2)c2ccccc21 | 8.5% | 1.0% | -10.7% | -19.4% | 9.0% | -7.6% | 2.2% | 4.0%
CC(C)(C)n1nnnc1C(c1cccs1)N1CCN(Cc2ccccc2)CC1 (stereo unspecified) | -3.0% | -5.5% | 2.3% | 0.4% | -1.9% | -14.1% | -3.2% | 1.7%
c1coc(C2OCC3(CO2)COC(c2ccco2)OC3)c1 (stereo unspecified) | -2.5% | . | . | 12.3% | 11.1%[10 µM] | -2.7% | -3.3% | 5.6%
C=CCn1c(CCSCc2ccccc2)n[nH]c1=S | -18.1% | 6.1% | 13.7% | 6.2% | -24.6% | 4.7% | -6.4% | 1.7%
Cc1cc(C)cc(NC(=O)CSc2nc3c(oc4ccccc43)c(=O)n2-c2ccccc2)c1 | -2.6% | 3.5% | 7.0% | 4.8% | -15.4%[10 µM] | 2.1% | -2.3% | -1.2%
CN=c1scc(-c2ccccc2F)n1/N=C/c1ccc[nH]1 | -20.3% | -0.3% | ? | ? | -177.5%[inhibitor] | 8.3% | 1.3% | -1.7%
CC(O)(CS(=O)(=O)Cc1ccccc1Cl)C(=O)Nc1cccc(C(F)(F)F)c1 (stereo unspecified) | -10.0% | -5.3% | 1.0% | -2.9% | ? | 0.2% | 1.5% | 6.4%

In another format: results already given.
O=C(CSc1nnc(-c2ccc(Cl)cc2)n1Cc1ccco1)Nc1ccc2c(c1)OCCO2
  GAA glycogen mod: -12.2%
  GAA inhib: -5.4%
  Tau fibril ThT: ?
  Tau fluor cs: ?
  HTT ATP protect: -15.9%
  Tau FP inhib: 12.9%
  GAA spleen mod: -0.8%
  aGal spleen mod: -8.8%
Cn1cc(/C=C/C(=O)c2ccccc2)c2ccccc21
  GAA glycogen mod: -2.1%
  GAA inhib: -7.3%[15.4 µM]
  Tau fibril ThT: ?
  Tau fluor cs: ?
  HTT ATP protect: 14.2%[10 µM]
  Tau FP inhib: -6.4%
  GAA spleen mod: -7.0%
  aGal spleen mod: 7.0%
Fc1ccccc1NC(=S)NCCc1ccccc1
  GAA glycogen mod: -6.5%
  GAA inhib: 0.1%
  Tau fibril ThT: -2.5%
  Tau fluor cs: -1.2%
  HTT ATP protect: -4.4%
  Tau FP inhib: 0.8%
  GAA spleen mod: -7.9%
  aGal spleen mod: -2.7%

High-throughput results deposited in PubChem BioAssay by National Center for Advancing Translational Sciences (NCATS).
